# PrPC surface inh – inhibitors of human cell surface prion protein PrPC, primary screen, cell-based, TR-FRET | inhibition, % at 13.8 µM | TR-FRET read-out | 0.43% of 370,000 active | AID 720596, 2013; in the data active = inhibition above about 24%; also: 0% = median of the test wells and 100% = reference compound wells
# Active calls of the source: *.
SMILES	PrPC surface inh
Cc1cccc(-c2cccc3c4c([nH]c23)[C@@H]2C[C@H](N(C)C(=O)Nc3ccccc3)[C@H]([C@H](C)O)C(=O)N2CC4)c1	4
CCC(C)N(C(=O)CNc1nnnn1-c1ccccc1)C(C)CC (stereo not given)	-6
CCOC(=O)N1CCN(C(=O)C[C@H]2C[C@@]3(C(=O)OC)C(=C[C@H](C(C)C)O[C@@H]3C3CC3)N(CCc3ccc(OC)c(OC)c3)C2=O)CC1	-6
CC(C)CNC(=O)OCc1cn(Cc2ccccc2F)nn1	-1
CCCCN1C(=O)N2CCc3ccccc3C2CS1(=O)=O (stereo not given)	6
Cc1ccc(-c2nc3ncccn3c2NC(=O)c2cccc(C)c2)cc1	10
CC(C)NC(=O)Cn1c(-c2cncs2)nc2ccccc21	6
CCOC(=O)[C@@]12CCC3=C1N(CCC3)C(=O)[C@H](CC(=O)NCCC(C)C)C2	-7
COc1ccc([C@H]2OC(=O)C[C@H]2C(=O)N2CCCC2)cc1OC	2
O=C(O)COc1ccccc1C=NNC(=O)Cc1cc(=O)[nH][nH]1	-11
O=C(Nc1ccccc1)Nc1nc2ncccn2c1-c1ccc(F)c(F)c1	0
COC(=O)[C@]12C[C@H](CC(=O)NCc3cccc(C(F)(F)F)c3)C(=O)N(CCC3=CCCCC3)C1=C[C@H](C1CCCC1)O[C@@H]2C	-7
C[C@H](C(=O)N(C)c1ccccc1)[C@@H](O)c1ccc2ccccc2c1	-3
CCOc1ccc(N(CC(=O)Nc2c(C)n(C)n(-c3ccccc3)c2=O)S(=O)(=O)c2cc(OC)ccc2OC)cc1	-5
CCN(CC)C(=O)CC[C@@H]1CC[C@]2(CCCN(C(=O)c3ccco3)C2)O1	0
COC(=O)C1CN(Cc2ccc(F)cc2)CCS(=O)(=O)N1Cc1cn(CCOC(C)=O)nn1 (stereo not given)	10
Cc1cc(-c2n[nH]c(=S)n2N=Cc2ccc(-c3ccccc3)cc2)n[nH]1	-1
Cc1nn(CCC(=O)NNC(=O)Nc2ccccc2)c(C)c1[N+](=O)[O-]	-1
Cc1ncc(CO)c(C=O)c1O	18
Fc1ccc(NC2CCC23CCC(c2ccccc2)CC3)cc1C(F)(F)F (stereo not given)	13
Cc1ccc(NC(=O)Cn2nnc(-c3ccccc3F)n2)c(C)c1	-3
COc1ccc(C(=O)OCCN(C)C2CN(Cc3cn(Cc4ccccc4Cl)nn3)S(=O)(=O)C2)cc1OC (stereo not given)	-6
c1ccc2sc(-c3csc4c3CCNC4)nc2c1	-11
Cc1ccccc1CN1CCCCC(NC(=O)c2ccccc2C(F)(F)F)C1=O (stereo not given)	-2
O=S1(=O)c2ccc(Br)cc2OC[C@@H](Cc2ccccc2)N1Cc1cn(CCC2OCCCO2)nn1	-4

# An excerpt of these results, with each value named:
CCN(CC)C(=O)CC[C@@H]1CC[C@]2(CCCN(C(=O)c3ccco3)C2)O1
- PrPC surface inh: 0

COC(=O)C1CN(Cc2ccc(F)cc2)CCS(=O)(=O)N1Cc1cn(CCOC(C)=O)nn1 (stereo not given)
- PrPC surface inh: 10

# Additional records follow.
SMILES	PrPC surface inh
COc1ccc2c(c1)CCCN2C(=O)C1CCCN(S(=O)(=O)c2ccc(C(C)(C)C)cc2)C1 (stereo not given)	13
CN(CCO)c1ccc2c(c1)Oc1ccccc1CN(Cc1cn(Cc3cccc(C(F)(F)F)c3)nn1)S2(=O)=O	5
O=C(NC1CCCCN(Cc2cccc(Cl)c2)C1=O)c1cccc(F)c1 (stereo not given)	-6
O=C(NCc1ccc(C(=O)NC2CCCC2)cc1)c1cccc(Br)c1	7
O=C(Nc1ccccc1C(F)(F)F)OC1CC2CC1[C@H]1CCCCN1C2 (stereo not given in full)	-7
COc1cccc(Cn2cc(COC(=O)NCC(C)C)nn2)c1	2
CCCCCc1ccc(-c2n[nH]c(=O)c3ccccc23)cc1	-10
CCn1c(=O)n(CC(=O)N2CCC(C)CC2)c(=O)c2ccccc21	1
COC[C@H]1CCCN1c1ccc2c(c1)O[C@@H]1CCN(C1)S2(=O)=O	-1
Nc1cccc(S(=O)(=O)N2CCCN(S(=O)(=O)c3ccc4c(c3)OCCO4)CC2)c1	22
CC(C)CN1C(=O)[C@]2(CC(=O)N(C)C2c2ccccc2)c2cc(-n3cc(CO)nn3)ccc21 (stereo not given in full)	5
CCOC(=O)N(C)[C@H]1C[C@H]2c3[nH]c4c(-c5cccc(C)c5)cccc4c3CCN2C[C@H]1[C@H](C)O	-11
O=C(NCCc1c[nH]c2ccccc12)OCc1cn(-c2ccc(F)cc2)nn1	14
Cc1ccc(C(=O)NC2CCCCN(Cc3ccccc3C)C2=O)cc1 (stereo not given)	16
COP(=O)(CC(=O)C(Cc1ccccc1)NC(=O)OC(C)(C)C)OC (stereo not given)	-8
CCOC(=O)CC[C@@]1(C(=O)OCC)C[C@@H](CC(=O)NCCCOC)C(=O)N2CCCC=C21	-3
O=C(NCc1ccccc1)OC1CC2CC1[C@H]1CCCCN1C2 (stereo not given in full)	-7
COc1ccc(S[C@]2(C(=O)N3CCN(c4ncccn4)CC3)CC(=O)N(S(=O)(=O)c3ccc(F)cc3)[C@@H]2c2ccc(OC)cc2)cc1	5
COc1ccccc1NC(=O)OCCN1CCCC12CCC(c1ccccc1)CC2 (stereo not given)	-15
O=C(CSc1nc2c(c(=O)[nH]1)CCCC2)N1CCCCC1	3
C=CCN1[C@H](C)COc2cc(N3CCSCC3)ccc2S1(=O)=O	5
COC1=C[C@H](C(=O)N[C@H]2CCCC[C@@H]2NC(C)=O)[C@@]2(C)Cc3ccccc3[C@H]2CC1=O	-6
O=C(NCc1ccccc1)OC1CCC12CCC(c1ccccc1)CC2 (stereo not given)	10
C=CCn1c(COc2ccc(Cl)cc2)nnc1SCC(=O)c1ccc(-c2ccccc2)cc1	-1
Cc1ccc(OCc2nn3c(C4CCCCC4)nnc3s2)cc1	0

# Among those listed so far, 3 have an aryl thioether with sulfur outside any ring:
SMILES	PrPC surface inh
COc1ccc(S[C@]2(C(=O)N3CCN(c4ncccn4)CC3)CC(=O)N(S(=O)(=O)c3ccc(F)cc3)[C@@H]2c2ccc(OC)cc2)cc1	5
O=C(CSc1nc2c(c(=O)[nH]1)CCCC2)N1CCCCC1	3
C=CCn1c(COc2ccc(Cl)cc2)nnc1SCC(=O)c1ccc(-c2ccccc2)cc1	-1

# Next section:
SMILES	PrPC surface inh
COC(=O)[C@H](CC(C)C)N(Cc1cn(Cc2ccccc2)nn1)S(=O)(=O)c1ccc(F)cc1Br	2
O=C(CSc1nnc(-c2cccs2)o1)c1ccc(F)cc1	6
Nn1c(SCC(=O)Nc2ccc(Br)cn2)nnc1-c1n[nH]c2c1CCC2	10
Nc1[nH]c(C(=O)c2ccccc2)c(-c2ccc(Br)cc2)c1C(=O)N1CCN(CCO)CC1	7
CCOC(=O)[C@]12CCCC3=C1N(CCC3)C(=O)[C@@H](CC(=O)N1CCN(C(=O)C3CC3)CC1)C2	-5
COc1ccc(OC)c(C(=O)CSc2nnc(SCc3cccc4ccccc34)s2)c1	-5
COc1cc2c(cc1NC(=O)CSc1nnc(-c3ccccc3C)n1Cc1ccco1)oc1ccccc12	5
CC(=O)N1c2ccccc2C(C)=NCC1C(=O)NC1CCCCC1 (stereo not given)	7
COc1ccc(C2C(C(=O)Nc3c(C)cccc3C)CCC(=O)N2c2ccc(OC)cc2)cc1 (stereo not given)	-2
COC(=O)[C@@]12CCCCC3=C1N(CCC3)C(=O)[C@H]2CC(=O)N1CCC(c2ccccc2)CC1	0
COc1ccc(S[C@]2(C(=O)N3CCN(c4ncccn4)CC3)CC(=O)N(C(=O)Nc3ccc(C)c(Cl)c3)[C@@H]2c2ccc(OC)cc2)cc1	-4
COc1ccc(C(=O)C2(C(=O)NCc3ccccc3)CC(c3ccccn3)=NO2)cc1 (stereo not given)	0
O=S1(=O)c2c(NCc3ccco3)cccc2Oc2ccccc2CN1Cc1cn(Cc2cccc(F)c2)nn1	1
COc1cccc(NC(=O)n2ccc3ccc(-c4ccc5cc[nH]c5c4)cc32)c1	11
Cc1cc(C)n2ncc(C(=O)Nc3ccc4c(c3)CCC4)c2n1	-6
COc1ccc(CN(CCN2CCOCC2)C(=O)c2cc(F)cc(F)c2)cc1OC	7
O=S(=O)(c1ccc(CN2CCOCCOCCN(Cc3ccc(S(=O)(=O)C(F)(F)F)cc3)CCOCC2)cc1)C(F)(F)F	9
NC(=O)C1CCN(c2nc(-c3ccc4c(c3)CCO4)cs2)CC1	1
COC(=O)[C@@]1(C(C)C)N=C(c2cc(OC)c(OC)c(OC)c2)[C@]2(O1)C(=O)N(Cc1cn(-c3ccccc3)nn1)c1cccc(Cl)c12	0
O=C(c1ccc(F)c(F)c1)N1CCC(Oc2cccnc2)CC1	1
O=C(CSc1nc2ccccc2nc1N1CCCC1)N1CCN(c2cccc(C(F)(F)F)c2)CC1	7
COC(=O)[C@H](C(C)C)N(Cc1cn(Cc2ccc(C)cc2)nn1)S(=O)(=O)c1ccccc1Br	6
CCOC(=O)CC[C@@]1(C(=O)OCC)C[C@@H](CC(=O)NCc2ccc(C)o2)C(=O)N2CCCC=C21	-3
CC(C)(C)c1ccc(C(=O)Nc2cc(Cl)ccc2C(=O)O)cc1	9
COCC(=O)N(C[C@H]1[C@H](c2ccccc2)[C@@H](CO)N1C(=O)NC(C)C)C(C)C	7

# Next part, starting with the last 5 of the part before.
SMILES	PrPC surface inh
O=C(CSc1nc2ccccc2nc1N1CCCC1)N1CCN(c2cccc(C(F)(F)F)c2)CC1	7
COC(=O)[C@H](C(C)C)N(Cc1cn(Cc2ccc(C)cc2)nn1)S(=O)(=O)c1ccccc1Br	6
CCOC(=O)CC[C@@]1(C(=O)OCC)C[C@@H](CC(=O)NCc2ccc(C)o2)C(=O)N2CCCC=C21	-3
CC(C)(C)c1ccc(C(=O)Nc2cc(Cl)ccc2C(=O)O)cc1	9
COCC(=O)N(C[C@H]1[C@H](c2ccccc2)[C@@H](CO)N1C(=O)NC(C)C)C(C)C	7
CCOC(=O)[C@@]12CCCC3=C1N(CCC3)C(=O)[C@H]2CC(=O)NCc1cccc2ccccc12	-3
CCCCCCCCN1C(=O)N2Cc3ccc(C)cc3C2CS1(=O)=O (stereo not given)	1
C=CCN1[C@H](C#N)[C@@H](c2ccc(C#Cc3cccnc3)cc2)[C@H]1CO	0
O=C(c1ccccc1OCc1ccccc1)N(Cc1ccccn1)CC1CCCO1 (stereo not given)	3
COC(=O)[C@H]1C[C@@]2(N3CCCCC3)c3ccccc3N(C(=O)OC(C)(C)C)[C@H]2N1C(=O)OC(C)(C)C	6
COC(=O)[C@@]12CCCCC3=C1N(CCC3)C(=O)[C@H]2CC(=O)N1CCCC1	-7
Cc1ccc(-c2cc(C#N)c3n(c2=O)CCC3)cc1	-2
O=S1(=O)c2c(cccc2N2CCSCC2)Oc2ccccc2CN1Cc1cn(Cc2ccc(Cl)cc2)nn1	6
Cc1ccc(NC(=O)[C@@H]2CC(=O)O[C@@H]2c2ccccc2)c(C)c1	-5
C=CCN1C(C(=O)OC)CN(Cc2cn(Cc3ccc(C)cc3)nn2)CCS1(=O)=O (stereo not given)	15
COc1ccc(Cn2cc(COC(=O)N3CCCC3)nn2)cc1	2
CNC(=S)N/N=C/c1c(C(=O)OC)cnn1-c1ccc(Cl)cc1	-22
CN(C)S(=O)(=O)c1cccc(C(=O)N/N=C\c2ccco2)c1	1
C=CCn1c(COc2ccccc2)nnc1SCC(=O)Nc1ccc(Oc2ccccc2)cc1	8
Cc1ccccc1CN1CCCCC(NC(=O)Nc2ccccc2-c2ccccc2)C1=O (stereo not given)	8
O=C(CCc1ccccc1-c1ccccc1CCNC(=O)c1ccc(F)c(F)c1)NCc1ccccc1	3
O=c1cc(N2CCN(c3ccnc4cc(Cl)ccc34)CC2)[nH]c(=O)n1C1CCCCC1	-9
CC(=O)CC[C@@H]1CC[C@]2(CCCN(C(=O)c3ccccc3)C2)O1	9
O=C(Cn1nnc(-c2ccc(N3CCOCC3)cc2)n1)c1ccccc1	1
N#Cc1ccc(/C=C2\CC3(OC(=O)c4cccc(F)c4)CCCN2C3)cc1 (stereo not given)	9
O=C(NC1CCCCN(Cc2ccc(Cl)cc2)C1=O)c1ccccn1 (stereo not given)	3
CCCC[C@H](C(=O)N(C)c1ccccc1)[C@@H](O)c1ccc(Cl)cc1	-1
COc1ccc(Cn2cc(CN3CC=CS3(=O)=O)nn2)cc1	-7
C[C@@H]1OCN(C)[C@H]2C[C@H]3c4[nH]c5cccc(-c6ccccc6)c5c4CCN3C[C@@H]12	-3
C=CCN1C(C(=O)OC)CN(Cc2cn(Cc3ccccc3)nn2)CCS1(=O)=O (stereo not given)	5
CCC(NC(=O)c1cccc2c1C(=O)N(Cc1cccnc1)C2)c1ccccc1 (stereo not given)	5
COc1ccc(CN(CCN2CCOCC2)C(=O)c2ccccc2C)cc1OC	-4
COC(=O)C1CN(Cc2ccc(C)cc2)CCS(=O)(=O)N1Cc1cn(Cc2ccc(F)cc2)nn1 (stereo not given)	1
CNC(C)C(=O)NC(C(=O)N1CCCC1C(=O)Nc1cccc2ncccc12)C(C)C (stereo not given)	4
CCCC1CCC2(CC1)CCC2OC(=S)Nc1ccc(Br)cc1 (stereo not given)	7

# Gathered by group: the compounds so far with a furan ring, fused or not.
SMILES	PrPC surface inh
CCN(CC)C(=O)CC[C@@H]1CC[C@]2(CCCN(C(=O)c3ccco3)C2)O1	0
COc1cc2c(cc1NC(=O)CSc1nnc(-c3ccccc3C)n1Cc1ccco1)oc1ccccc12	5
O=S1(=O)c2c(NCc3ccco3)cccc2Oc2ccccc2CN1Cc1cn(Cc2cccc(F)c2)nn1	1
CCOC(=O)CC[C@@]1(C(=O)OCC)C[C@@H](CC(=O)NCc2ccc(C)o2)C(=O)N2CCCC=C21	-3
CN(C)S(=O)(=O)c1cccc(C(=O)N/N=C\c2ccco2)c1	1

# Bioassay records from PubChem BioAssay.

# This is a subset; rates above refer to the full screens.
